Source: PubChem (National Center for Advancing Translational Sciences (NCATS))
FEN1 inhibitor = human FEN1 inhibition. P39748. Recombinant FEN1 flap cleavage, fluorescence, 15 min. Potency, µM (doses to about 114 µM), without a hit: top-dose activity change, negative = inhibition, actives largely listed as inhibitors. hit rate 0.35% among 390,000. AID 588795; further: nearly all actives have a fitted effect of over 65% in size
Target sequence (P39748 whole entry, looked up): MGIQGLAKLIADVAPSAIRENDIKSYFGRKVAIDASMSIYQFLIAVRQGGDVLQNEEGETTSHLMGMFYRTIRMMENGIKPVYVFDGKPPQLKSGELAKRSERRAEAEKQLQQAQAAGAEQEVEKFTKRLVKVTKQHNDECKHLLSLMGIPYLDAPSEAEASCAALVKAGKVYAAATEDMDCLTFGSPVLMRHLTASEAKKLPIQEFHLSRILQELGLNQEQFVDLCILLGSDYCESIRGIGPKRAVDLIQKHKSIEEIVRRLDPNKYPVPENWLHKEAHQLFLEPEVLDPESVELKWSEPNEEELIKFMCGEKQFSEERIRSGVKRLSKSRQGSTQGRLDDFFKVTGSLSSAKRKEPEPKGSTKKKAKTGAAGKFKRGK
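In this screen, 50 nM flap DNA substrate was added to 10 nM FEN1 pretreated with compound for 15 min at room temperature; cleavage was followed with reads at 0 and 15 min, and Hill fitting gave concentration–response parameters.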
N370S GC = N370S glucocerebrosidase modulation, Gaucher chaperone candidate | N370S GC spleen homogenate, 4MU-glucoside fluorescence | Potency, µM (highest dose often 59.4 µM), inactives show at the top dose activity change, negative = inhibition, usual class: inhibitors | hit rate 0.092% among 330,000 | AID 2101;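 further: 0% = full enzyme activity and -100% = no enzyme basal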
TDP1 block = blocks human tyrosyl-DNA phosphodiesterase 1; Q9NUW8; recombinant TDP1, AlphaScreen DNA substrate cleavage; Potency, µM (top dose mostly 130 µM), without a hit: at the top dose activity change, negative = inhibition, hits mostly inhibitors; hit rate 0.28% among 350,000; AID 485290; further: nearly all actives have a fitted effect of over 40% in size
Target sequence (Q9NUW8 whole entry, looked up): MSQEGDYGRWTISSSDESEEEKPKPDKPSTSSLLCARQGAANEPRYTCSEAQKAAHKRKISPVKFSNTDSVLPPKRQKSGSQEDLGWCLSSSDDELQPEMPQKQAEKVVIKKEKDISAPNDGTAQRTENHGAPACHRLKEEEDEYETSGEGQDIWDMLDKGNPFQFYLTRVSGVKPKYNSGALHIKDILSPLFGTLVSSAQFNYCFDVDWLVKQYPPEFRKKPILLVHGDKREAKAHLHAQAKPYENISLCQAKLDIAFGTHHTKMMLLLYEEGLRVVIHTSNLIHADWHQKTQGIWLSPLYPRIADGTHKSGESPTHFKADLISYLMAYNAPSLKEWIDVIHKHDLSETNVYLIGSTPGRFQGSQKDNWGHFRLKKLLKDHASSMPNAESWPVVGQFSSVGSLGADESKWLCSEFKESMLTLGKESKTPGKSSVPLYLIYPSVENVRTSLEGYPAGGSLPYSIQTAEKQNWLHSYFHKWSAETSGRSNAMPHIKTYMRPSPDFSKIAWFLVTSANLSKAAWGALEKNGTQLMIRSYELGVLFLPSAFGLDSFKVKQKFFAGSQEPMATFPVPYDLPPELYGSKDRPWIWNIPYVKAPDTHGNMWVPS
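AlphaScreen read-out: signal falls as enzyme removes the 3' tyrosine-FITC from a 5'-biotinylated DNA oligo (15 nM, 5 min, RT). Enzyme was E. coli-made recombinant Tdp1 at 1 nM, exposed to compound for 15 min beforehand; beads 10 ug/ml, 10 min.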
Active calls of the source: *; ? = inconclusive; / = no result given; & = joins results of further samples; [ ] = remark or other dose. The call rests on the fitted dose curve; in most records, active means well fitted curve in the direction sought with a large enough effect; inconclusive means small, poorly fitted or top-dose-only effect, or another doubt; inactive means no such curve, though single readings can be large; an effect the other way counts as inactive or inconclusive. Unless noted, on the % scale 0 is the no-effect control and ±100 the full control effect; potency means the concentration at half of the fitted maximal effect.

Values run as follows: FEN1 inhibitor, N370S GC, TDP1 block
> Cc1c(NC(=O)Nc2ccc(Cl)cc2Cl)c(=O)n(-c2ccccc2)n1C
→ -4%, 12%, 5%
> CCOC(=O)C1CCCN(C(=S)NC2CCCC2)C1 (stereo not given)
→ 5%, 7%, 0%
> CCOc1ccc(CC(=O)N2CCN=C2SCc2ccc([N+](=O)[O-])cc2)cc1
→ -6%, -2%, 5%
> COc1ccc(N(CC(=O)NCCc2ccccc2)C(=O)CCC(=O)Nc2nccs2)cc1
→ -3%, -12%, 7%
> CN(Cc1ccon1)Cc1cn[nH]c1-c1ccc(-c2ccccc2)cc1
→ 8%, ?, 7%
> CCc1cc2c(=O)n(Cc3ccco3)c(SCc3c(C)noc3C)nc2s1
→ -2%, ?, 9%
> Cc1ccc(OCC(=O)Nc2ccc(N3CCN(C(=O)c4ccco4)CC3)cc2)cc1
→ 2%, -17%, 3%
> C[C@H](CO)N1C[C@H](C)[C@@H](CN(C)Cc2ccc(Cl)c(Cl)c2)Oc2c(NC(=O)C3CC3)cccc2C1=O
→ 2%, /, 1%
> COc1ccc(CC(=O)NC(c2ccccc2)c2ccccc2)cc1S(=O)(=O)N1CCOCC1
→ -11%, -8%, 0%
> COC(=O)C1=C(C(=O)OC)[C@@H]2N(C)c3ccccc3[C@@]23C[C@@H](C(=O)OC)N(S(=O)(=O)c2ccc4c(c2)OCCN4C)C3=N1
→ /, 10%[12.8 µM], 10%[12.3 µM]
> O=C(CSc1nc2ccccc2[nH]1)c1ccccc1F
→ -5%, -7%, 9%
> COCc1cc(C)nc2sc(C(=O)Nc3ccccc3O)c(N)c12
→ 13%, /, 4%
> CN1CCN(Cc2nc3ccccc3c(=O)n2Cc2nc(-c3ccccc3F)cs2)CC1
→ 3%, ?, 5%
> C=CCNC(=S)NNC(=O)COc1c(Cl)cc(Cl)cc1Cl
→ -8%, -1%, 5%
> COC(=O)c1cnc(SCc2ccc(Cl)cc2)n1C
→ -5%, 2%, -2%
> CCC(C)NC(=O)c1ccc2c(c1)N(Cc1ccccc1)C(=O)c1ccccc1S2 (stereo not given)
→ -18%, /, 5%
> CC(C)NC(=O)C1COc2ccccc2O1 (stereo not given)
→ 3%, -5%, 3%
> CCCCCc1nnc(N)s1
→ -8%, ?, 1%
> COc1cccc(C(=O)Nc2cc(C)nn2-c2ccccc2)c1OC
→ -6%, 2%, /
> CCCCC(c1nnnn1CC1CCCO1)N1CCN(c2cccc(C)c2C)CC1 (stereo not given)
→ -13%, 8%, 2%
> CSc1nc2sc3c(c2c(=O)n1-c1ccc(F)c(Cl)c1)CCN(C(C)=O)C3
→ -5%, /, 9%
> CCCCCC(=O)NC(=S)NNC(=O)CC
→ -6%, -2%, 7%
> O=c1cc(NC2CCCCC2)c2ccccc2o1
→ 7%, -17%, 1%
> Cc1ccc2c(c1)NC(=O)c1cccc([N+](=O)[O-])c1CO2
→ /, -4%, -7%
> CCOC(=O)C1CCN(S(=O)(=O)c2ccc(NC(=O)OC)cc2)CC1
→ 0%, 0%, 7%
> COc1ccc(C(=O)C2CCN(C(=O)Nc3ccc(C)cc3)CC2)cc1
→ 5%, 1%, 9%
> O=C(C1=C(O)C(=O)N(c2nc3ccc(Cl)cc3s2)C1c1ccco1)c1ccco1 (stereo not given)
→ -36%, /, -2%
> CCc1cccc2sc(NC(=O)C3CC3)nc12
→ 13%, -2%, /
> Cc1cc2c(cc1S(=O)(=O)NCc1ccc(F)cc1)OCC(=O)N2
→ 16%, /, 8%
> Cc1ccc(NC(=O)CSc2nc(N)cc(N)n2)cc1S(=O)(=O)N1CCOCC1
→ 4%, 1%, -14%
> CCCC(=O)NC(c1ccc(N(C)C)cc1)c1c(O)ccc2ccccc12 (stereo not given)
→ -10%, ?, 5%
> Cc1ccc2nc(SCC(=O)N(CC(C)C)c3c(N)n(CC(C)C)c(=O)[nH]c3=O)[nH]c2c1
→ 6%, -12%, 5%
> Cn1c2c(c(=O)n(C)c1=O)C(c1cc3c(cc1Br)OCO3)CC(=O)N2 (stereo not given)
→ 2%, -7%, 2%
> CCn1c(CCC(=O)N(C)CC(=O)Nc2cccc(F)c2)nc2cc(S(=O)(=O)N(C)C)ccc21
→ -6%, -3%, -12%[0.505 µM]
> CCN(C=NC1=NN(c2cccc(C(F)(F)F)c2)CC1)CC
→ -3%, 8%, -5%
> COc1ccccc1C(=O)COC(=O)Cc1n[nH]c(=O)c2ccccc12
→ 2%, -10%, -7%
> CCN1CCN(CCNC(=O)c2ccc(/C=C3/Sc4ccccc4N(Cc4cccc(C)c4)C3=O)cc2)CC1
→ ?, ?, 5%
> CCOc1ccc(-c2cc(C(=O)N3CCN(c4cc(Cl)ccc4C)CC3)c3ccccc3n2)cc1
→ -2%, /, 0%
> O=C(Nc1cccc(Br)c1)c1cc(=O)c2ccccc2o1
→ 14%, -5%, 2%
> COc1ccc(CN2CCC(=O)NC2=O)cc1
→ 9%, -4%, -5%
> O=C(Cn1cnc2ccccc2c1=O)c1ccc(OC(F)F)cc1
→ -16%, 2%, /
> O=C(CCc1ccccn1)N1CCCC(N2CCN(c3cccc(C(F)(F)F)c3)CC2)C1 (stereo not given)
→ -4%, -2%, 3%
> Cc1csc(=Nc2ccccc2)n1CCCN1CCCC1=O
→ 0%, -13%, 3%
> CCCn1nc(C(=O)Oc2ccc3c(C)cc(=O)oc3c2)c2ccccc2c1=O
→ 10%, ?, -3%
> CCOC(=O)C1(C(F)(F)F)N=C(C(F)(F)F)Nc2cc(C)c(C)cc21 (stereo not given)
→ -5%, -10%, 3%
> OC(CC1CC12c1ccccc1-c1ncccc12)(c1ccccc1)c1ccccc1 (stereo not given)
→ 5%, -20%, 6%
> Cc1ncn(C23CC4CC(CC(C4)C2)C3)n1
→ -6%, 0%, -3%
> O=C(Nc1ccc(NC(=O)c2cccs2)cc1Cl)c1ccco1
→ -7%, 4%, -1%
> O=C(NCCO)c1ccc2nc(Cc3cccc(Cl)c3)oc2c1
→ -14%, -7%, /
> COc1cc(NC(=O)c2ccccc2Cl)c(OC)cc1NC(=O)CN1CCOCC1
→ -9%, 6%, 4%
> CCOC(=O)CC1C(=O)NCCN1S(=O)(=O)c1ccc(Br)cc1 (stereo not given)
→ -3%, -6%, 1%
> COc1ccc(-c2cc(C(F)(F)F)nc(SCC(=O)NCc3ccc(Cl)cc3)n2)cc1
→ -9%, /, -1%
> CCCCn1c(C(C)O)nc2ccccc21 (stereo not given)
→ 2%, -1%, 0%
> Cc1cc(C(=O)NCc2ccccc2Cl)c2c(C)nn(-c3ccccc3)c2n1
→ -7%, /, 2%
> CSc1ccc(CCNC(=O)CCc2nnc3ccc(N4CCOCC4)nn23)cc1
→ 14%, -7%, /
> CC1CCN(c2cc3c(cc2F)c(=O)c(S(=O)(=O)c2ccc(Cl)cc2)cn3C)CC1
→ -11%, /, 1%
> COc1cccc(NC(=O)c2c(C)cc(C)cc2CC(C)(C)C(=O)O)c1
→ 3%, -1%, 6%
> O=C(COC(=O)CNC(=O)c1cccc([N+](=O)[O-])c1)Nc1cccc(S(=O)(=O)N2CCCC2)c1
→ -11%, -4%, 5%
> Cc1ccc(C)c(NC(=S)NNC(=O)c2csc3c2CCCC3)c1
→ -9%, 14%, 11%
> O=C(CN1CCN(c2ccc(O)cc2)CC1)Nc1ccc2c(c1)OCCCO2
→ 13%, /, 5%

Shown field by field: entries from further up.
Compound: CCCn1nc(C(=O)Oc2ccc3c(C)cc(=O)oc3c2)c2ccccc2c1=O
- FEN1 inhibitor = 10%
- N370S GC = ?
- TDP1 block = -3%
Compound: CCOC(=O)C1(C(F)(F)F)N=C(C(F)(F)F)Nc2cc(C)c(C)cc21 (stereo not given)
- FEN1 inhibitor = -5%
- N370S GC = -10%
- TDP1 block = 3%
Compound: OC(CC1CC12c1ccccc1-c1ncccc12)(c1ccccc1)c1ccccc1 (stereo not given)
- FEN1 inhibitor = 5%
- N370S GC = -20%
- TDP1 block = 6%
Compound: Cc1ncn(C23CC4CC(CC(C4)C2)C3)n1
- FEN1 inhibitor = -6%
- N370S GC = 0%
- TDP1 block = -3%

More compounds follow:
Values run as follows: FEN1 inhibitor, N370S GC, TDP1 block
> CC(CNC(=O)c1cncc(O)c1)NC(=O)c1cncc(O)c1 (stereo not given)
→ 3%, 15%, -3%
> COc1ccc(/C=N/NC(=O)c2ccc(=O)n(C)c2)cc1OC
→ -1%, -3%, 4%
> CC(=O)c1ccc(NC(=S)Nc2ccc(Br)c(Cl)c2)cc1
→ ?, 15%, 0%
> O=C(O)[C@H](Cc1ccccc1)NC(=O)N1CCN(c2ccc(F)cc2)CC1
→ 1%, -2%, /
> O=C(Nc1ccc(Cl)cc1)c1ccc(-n2cnnc2)cc1
→ -4%, /, 8%
> O=C(NC(=S)NCc1ccccc1)c1cccc([N+](=O)[O-])c1
→ 2%, 1%, /
> Cc1cccc(NC(=S)NN2CCN(C)CC2)c1C
→ -5%, 3%, 4%
> COc1ccc(S(=O)(=O)N2CCCCC2)cc1NC(=O)Cc1sc(C)nc1-c1ccc(F)cc1
→ -9%, 1%, 6%
> O=C(COC(=O)C1CC1)Nc1c(Cl)cccc1C(F)(F)F
→ 0%, -20%, -12%
> CC(=O)N1C(Nc2ccc(Cl)cc2)CCN1c1ccccc1 (stereo not given)
→ 2%, 3%, 4%
> CCOc1ccc(CNC(=S)NCc2ccc(OCC)cc2)cc1
→ 3%, -7%, -5%
> CCOc1ccc(Br)cc1S(=O)(=O)NCCN(C)C
→ 1%, 0%, -2%
> CCOC(=O)c1cnc(-n2nc(C)cc2C)nc1NC(C)c1ccccc1 (stereo not given)
→ 2%, 8%, 10%[56.1 µM]
> CCn1c(-c2ccc(F)cc2)cnc1SCC(=O)N1CCCCC1C (stereo not given)
→ /, -7%, 6%
> COc1ccc(C(=O)NC2CCCc3c2cnn3-c2cc(F)cc(F)c2)c(OC)c1OC (stereo not given)
→ 4%, 26%, 2%
> CC1CCc2nc(NC(=O)c3ccco3)sc2C1 (stereo not given)
→ -10%, 10%, 5%
> Cc1cccc(NC(=O)COC(=O)CCc2ccc(S(=O)(=O)N3CCOCC3)cc2)c1C
→ 1%, 2%, -9%
> CCN1CCN(C(=O)c2ccc3c(c2)N(Cc2cccc(Cl)c2)C(=O)c2ccccc2S3(=O)=O)CC1
→ -2%, /, 1%
> CC(=O)c1c(C)[nH]c(C(=O)OCC(=O)Nc2sc3c(c2C#N)CCCC3)c1C
→ -12%, ?, 3%
> Cc1cc(OCC(=O)Nc2cnn(CCCC(=O)O)c2)ccc1Cl
→ 4%&14%, 3%, 5%&6%
> CCOc1ccc(N2C(=O)CC(S/C(N)=N/N=C/c3cccs3)C2=O)cc1 (stereo not given)
→ -1%, 6%, 1%
> CC12CCC(=O)N1C(C(=O)Nc1ccc(F)c(Cl)c1)CS2 (stereo not given)
→ 3%, 1%, -15%
> Cn1c(SCC(=O)Nc2cccc(C(=O)O)c2)nnc1-c1cc2cc(Br)ccc2o1
→ -13%, -10%, -5%
> CCOC(=O)N=Nc1c(O)n(Cc2ccccc2)c2ccccc12
→ 3%, -13%, 5%
> CCCSC1=C(C#N)C(c2ccc(Cl)cc2Cl)CC(=O)N1 (stereo not given)
→ -1%, 18%, -2%
> CC(=O)c1sc(Nc2cccc(C)c2)nc1C
→ 1%, -6%, -3%
> CCn1cc(C(=O)NCc2ccco2)c(=O)c2cc(S(=O)(=O)N3CCCC3)ccc21
→ -8%, 14%, 3%
> CCOC(=O)c1c(C)[nH]c(CCC(=O)Nc2ccc(N(CC)CC)cc2C)c1C
→ 9%, /, 3%
> COc1ccc(-c2cc(C(=O)N/N=C(\C)c3cccnc3)c3ccccc3n2)cc1
→ 7%, ?, 4%
> O=C(Nc1ccc(F)c(F)c1)c1cnc(-c2ccccc2)nc1-c1ccccc1
→ -1%, -5%, 7%
> COc1ccc(NC(=O)c2cc(=O)c3ccc(C)c(C)c3o2)cc1Cl
→ -2%, /, 7%
> CCc1c(C)[nH]c2c(C)cccc2c1=O
→ -11%, 4%, -1%
> Cc1sc2ncn(CC(=O)NCC(=O)N3CCN(c4ccc(F)cc4)CC3)c(=O)c2c1C
→ -14%, -5%, /
> CCn1c(C)nc2cc(C(=O)NNC(=O)c3ccc(Cl)nc3)ccc21
→ 5%, -9%, 2%
> COCCN1C(=O)N(c2ccccc2)C(=O)C1CC(=O)Nc1cc(OC)cc(OC)c1 (stereo not given)
→ 18%, 3%, /
> COc1cccc(C(=O)NCCS(=O)(=O)NCc2cccs2)c1
→ -2%, 0%, /
> CCCN1C(=O)c2ccccc2NC1c1ccc(C)cc1 (stereo not given)
→ 3%, 6%, 0%
> O=C(CN(Cc1ccccc1)C(=O)c1cccc([N+](=O)[O-])c1)Nc1c(Cl)cc(Cl)cc1Cl
→ 7%, -1%, 1%
> O=C(C[n+]1cccc(Br)c1)c1ccc(-c2ccccc2)cc1
→ -17%&-1%, -15%, /
> CC(C)[C@H](NC(=O)c1ccccc1F)C(=O)OCC(=O)NC1CC1
→ -1%, /, 1%
> C=CCNC(=S)Nc1ccc2nc(C)c(C)nc2c1
→ -6%, -2%, 8%
> Cc1ccc(N2CC(c3nnc(Cc4ccc(Cl)cc4)o3)CC2=O)cc1 (stereo not given)
→ 7%, /, 5%
